bIAP inhibitor: blocks bovine intestinal alkaline phosphatase activity; inhibition, % at 20 µM; 190,000 tested, under 10 active; purified bovine IAP, CDP-star luminescence, 30 min; AID 1019;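 active means over 50% inhibition of intestinal alkaline phosphatase at 20 µM in the single-dose screen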
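Assay system – bovine IAP enzyme · Quantity – bovine IAP at 1/65,000,000 final dilution · Detection – CDP-star luminescence signal · Times – 30 min reaction at room temperature · Also added – CDP-star substrate at 30 µM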
S1P3 antag: S1P3 (human) receptor antagonism; Q99500; 170,000 tested, 0.27% active; inhibition, % at 4.98 µM; CHO S1P3 NFAT-BLA reporter, FRET fluorescence, antagonist mode; AID 485;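 active means inhibition above the plate cutoff, the mean inhibition of test wells on that plate plus 3 SD, cut at about 28% in these data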;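 further: cells challenged with S1P at its EC80 of 0.8 µM; blue over green emission ratio from cleaved BLA substrate after 4 h stimulation; 0% = S1P-stimulated wells and 100% = unstimulated DMSO-only wells; some compounds past the cut are filed as inactive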
Redox H2O2 prof: compounds producing H2O2 with reducing agent – biochemical, NIH compound library profiling, artefact control for MLSCN library redox annotation, primary screen; DTT-dependent redox cycling H2O2, phenol red/HRP absorbance; 100% = 100 µM peroxide control, 0% = buffer; activation, % at 10 µM; 200,000 tested, 0.03% active; AID 878;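 active means activation of at least 50% relative to the plate's high and low controls in the primary single-dose screen; inactive means activation below 50%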;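 further: compound incubated with DTT at 0.8 mM final as the reducing agent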
PPARg SRC-3 ag: PPARgamma-driven SRC-3 recruitment agonism | biochemical PPARgamma/SRC-3 coactivator recruitment assay | activation, % at 8 µM | 200,000 tested, 0.26% active | AID 731; in the data active means activation above about 23%;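 further: 0% = DMSO and 100% = reference agonist; some compounds past the cut are filed as inactive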
PPARg SRC-2 ag: agonists of SRC-2 recruitment by human PPARgamma; PPARgamma LBD-SRC-2 recruitment, biochemical; P37231; activation, % at 8 µM; 200,000 tested, 0.34% active; in the data active means activation above about 22%;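 further: 0% = vehicle and 100% = reference agonist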
L major viab: Leishmania major promastigote growth inhibition; Leishmania major promastigotes, resazurin fluorescence viability; inhibition, % at 10 µM; 200,000 tested, 9% active; AID 1063; in the data active means inhibition above about 50%;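 further: promastigotes grown with compound for 44 hours at 28 °C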
bIAP activator: increases bovine intestinal alkaline phosphatase activity; AID 1016; activation factor at 20 µM; purified bovine IAP, CDP-star luminescence, 30 min; stronger effect = higher value; fold of DMSO-control signal, blank-subtracted; 200,000 tested, 0.17% active;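 active means activation factor of 2 or more at 20 µM, a signal rise over negative controls twice the positive control's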
SRC2 TRFRET art: TR-FRET artefact, counter-screen to PPARgamma/SRC-2 agonist assay | 200,000 tested, 0.4% active | stronger effect = higher value | AID 1049 | TR-FRET ratio at 8 µM; in the data active means TR-FRET ratio above about 2000; further: inactives centre near 1500; reference of the scale not given here
ROMK primary: human ROMK K+ channel modulation, primary screen | AID 1918 | B-score at 10 µM | Tet-inducible ROMK, thallium flux fluorescence; actives lie on both sides | 130,000 tested, 2% active | P48048;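 active means signal ratio slope over the read window, or its plate-corrected B-score, at least 3 SD from the plate mean, either direction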;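 further: B-score of the F/F0 ratio slope over 7 to 12 s after thallium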
TLR4-MyD88 BLA: inhibitors of human TLR4-MyD88 binding | HeLa CL3-4 TLR4/MyD88 BLA complementation, FRET ratio | inhibition, % at 8.4 µM | 200,000 tested, 0.18% active | AID 861; in the data active means inhibition above about 25%;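 further: 0% = vehicle and 100% = reference inhibitor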
Target sequence (O00206 whole entry, looked up): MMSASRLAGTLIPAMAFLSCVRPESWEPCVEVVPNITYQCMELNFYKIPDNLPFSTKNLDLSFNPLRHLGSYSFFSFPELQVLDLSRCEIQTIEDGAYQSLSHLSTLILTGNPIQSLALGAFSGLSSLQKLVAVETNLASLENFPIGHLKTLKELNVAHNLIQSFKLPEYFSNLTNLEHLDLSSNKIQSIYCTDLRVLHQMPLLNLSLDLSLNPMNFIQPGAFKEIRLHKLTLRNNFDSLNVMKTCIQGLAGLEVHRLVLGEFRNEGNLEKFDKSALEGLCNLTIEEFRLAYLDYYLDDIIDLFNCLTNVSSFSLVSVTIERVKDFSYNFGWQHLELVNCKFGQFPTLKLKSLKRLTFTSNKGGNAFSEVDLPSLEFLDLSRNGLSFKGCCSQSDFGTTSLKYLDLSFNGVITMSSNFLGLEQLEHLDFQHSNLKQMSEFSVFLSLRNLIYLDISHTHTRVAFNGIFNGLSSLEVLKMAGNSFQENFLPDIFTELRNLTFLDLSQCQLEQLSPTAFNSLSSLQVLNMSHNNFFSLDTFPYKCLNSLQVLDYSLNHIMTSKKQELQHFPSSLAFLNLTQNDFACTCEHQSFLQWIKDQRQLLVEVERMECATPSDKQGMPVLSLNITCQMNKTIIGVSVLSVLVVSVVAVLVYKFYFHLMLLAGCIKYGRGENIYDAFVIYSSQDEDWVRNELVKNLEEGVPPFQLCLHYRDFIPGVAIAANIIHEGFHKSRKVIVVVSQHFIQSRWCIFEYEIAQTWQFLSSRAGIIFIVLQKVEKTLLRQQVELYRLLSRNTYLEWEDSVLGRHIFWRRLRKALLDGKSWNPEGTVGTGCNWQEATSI
Target sequence (Q99836 whole entry, looked up): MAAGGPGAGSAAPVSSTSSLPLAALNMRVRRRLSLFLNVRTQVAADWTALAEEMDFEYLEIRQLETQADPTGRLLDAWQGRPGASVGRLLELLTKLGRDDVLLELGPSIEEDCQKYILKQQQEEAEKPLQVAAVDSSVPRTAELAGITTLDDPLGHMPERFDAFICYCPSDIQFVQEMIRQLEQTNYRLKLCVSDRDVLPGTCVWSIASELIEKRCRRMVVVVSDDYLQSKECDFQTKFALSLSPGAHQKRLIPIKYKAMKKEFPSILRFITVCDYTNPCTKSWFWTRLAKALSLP
PPARg SRC-1 ag: promotes SRC-1 coactivator recruitment by human PPARgamma; P37231; PPARgamma-SRC-1 coactivator recruitment biochemical assay; activation, % at 8 µM; 200,000 tested, 0.41% active; AID 631; in the data active means activation above about 19%;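 further: 0% = DMSO and 100% = reference agonist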
An asterisk follows results filed as active; . = not tested or not shown. Compounds were not picked by outcome, and some 11% of all compounds hit somewhere here.

SMILES | bIAP inhibitor | S1P3 antag | Redox H2O2 prof | PPARg SRC-3 ag | PPARg SRC-2 ag | L major viab | bIAP activator | SRC2 TRFRET art | ROMK primary | TLR4-MyD88 BLA | PPARg SRC-1 ag
Cc1cc(NC(=O)CCCn2ccc([N+](=O)[O-])n2)n(Cc2ccc(F)cc2)n1 | -2 | -8 | -0.8 | 0 | 3 | 7 | 1 | 1619 | 0.25 | -2 | -4
CN(CC(=O)NC1CCCCC1)S(=O)(=O)c1cccc2cccnc12 | 5 | 1 | -2.8 | -8 | 0 | -8 | 1 | 1538 | . | -16 | 13
Cc1ccc(-c2csc3nnc(SCc4csc(C)n4)n23)cc1 | 20 | 15 | -1.2 | -1 | 14 | 2 | 0.8 | 1559 | . | 5 | 3
CC(=O)Nc1nc(C)nc(-c2ccccc2OC(C)=O)n1 | 7 | -10 | 0.7 | -5 | 5 | 19 | 0.9 | 1628 | . | 15 | 7
Cc1ccc2c(c1)C=CC(C)(C)S2=O (stereo not drawn) | 10 | -11 | -0.2 | 10 | 0 | -2 | 0.9 | 1651 | -0.14 | -16 | 4
COc1ccccc1NC(=O)CN1CCN(CC(=O)Nc2ccc3c(c2)OCO3)CC1 | -15 | -54 | -2.3 | 4 | 2 | 1 | 1.2 | 1669 | -0.99 | -1 | 10
CCO[C@H]1OC(C(=O)NC2CC2)=C[C@@H](c2csc3ccccc23)[C@@H]1CCCO | -19 | -17 | -1.6 | 2 | 8 | 5 | 1.2 | 1465 | . | -7 | -5
c1ccc(CSc2nnc3ccc(-c4ccncc4)nn23)nc1 | -10 | -20 | -1.4 | -6 | 3 | 10 | 1.1 | 1412 | 0.23 | 12 | 0
CC(C)NC(=O)N1CCN(c2ccncc2S(=O)(=O)N2CCOCC2)CC1 | -2 | . | 0.4 | 2 | -1 | -7 | 1 | 1456 | . | -5 | 6
O=C(NCc1cccnc1)c1cccc(F)c1 | 11 | -1 | -2.6 | -4 | -2 | 2 | 0.9 | 1709 | 0.49 | -16 | 11
CCC(C)C(NC(=O)[C@@H](NC(=O)c1ccccc1F)C(C)C)C(=O)OC (stereo partly drawn) | 5 | . | -0.2 | 19 | 6 | 4 | 1 | 1679 | -0.61 | -15 | 10
N#Cc1c(-c2ccco2)cc(-c2ccccn2)nc1N | 1 | -24 | -0.6 | 4 | -1 | 78* | 1 | 1716 | -1.5 | 2 | 7
Cc1ccc(-c2nc(SCC(N)=O)c(C#N)c3c2CCCC3)cc1 | 14 | . | 0.3 | 4 | 7 | 7 | 0.9 | 1467 | -2.1 | 6 | -3
CC(=O)c1cc2c(cc1N/C(=N/S(=O)(=O)c1ccc(C)cc1)c1ccccc1)OCO2 | -22 | -4 | -0.3 | 2 | 5 | 59* | 1.2 | 1481 | -1.1 | -11 | 5
CCOc1ccc(NC(=O)C2CC(=O)N(C)C(=Nc3ccc4c(c3)OCO4)S2)cc1 (stereo not drawn) | 9 | -8 | 0.9 | 7 | 4 | -3 | 0.9 | 1622 | . | 14 | 9
Cc1ccc(SCc2cc(=O)n3[nH]c(C)nc3n2)cc1 | -1 | -14 | -0.1 | 1 | 9 | -14 | 1 | 1667 | 1.8 | 20 | 6
O=C(NCc1ccco1)c1cnc2sccn2c1=O | 6 | . | -3.4 | 4 | -4 | -4 | 0.9 | 1689 | . | 3 | -2
CN1C(=O)c2ccccc2Sc2ccc(NC(=O)NC3CC3)cc21 | -19 | -1 | 1.9 | -1 | 10 | -6 | 1.2 | 1500 | 0.29 | -5 | 4
CC(=O)c1c(Nc2ccc3c(c2)OCCO3)oc(C)cc1=O | 10 | 4 | -0.7 | 4 | 1 | -7 | 0.9 | 1631 | . | 8 | 3
COc1ccc(C)cc1NC(=O)CN(C)S(=O)(=O)c1cc(C)ccc1OC | 2 | 9 | -0.2 | -2 | 6 | 1 | 1 | 1773 | -0.71 | 7 | 2
CC(=Nc1ccc2c(c1)nc(CO)n2C)C1=C(O)CC(C)(C)CC1=O | 6 | -11 | 0.8 | 10 | 5 | 2 | 0.9 | 1710 | . | -7 | -2
CC[n+]1c(-c2ccccc2)csc1Nc1c(C)n(C)n(-c2ccccc2)c1=O | 18 | -3 | -0.2 | 1 | 4 | -2 | 0.8 | 1562 | -0.4 | 5 | -2
COc1ccc(S(=O)(=O)NCCCCC(=O)O)cc1C(=O)O | 2 | -25 | 0.2 | -1 | -6 | -12 | 1 | 1539 | -0.26 | 4 | 6
CCC(=O)Nc1cccc(C(=O)c2ccc(C)c(C)c2)c1 | -6 | 12 | -0.1 | 0 | -1 | -6 | 1.1 | 1575 | 0.00028 | -5 | -1
CCN(N=O)[C@@H](Cc1ccccc1)CN(N=O)[C@@H](Cc1ccccc1)CN(C)N=O | 11 | -13 | 0.2 | 0 | 5 | 1 | 0.9 | 1576 | . | -12 | 11
The results go on.
SMILES | bIAP inhibitor | S1P3 antag | Redox H2O2 prof | PPARg SRC-3 ag | PPARg SRC-2 ag | L major viab | bIAP activator | SRC2 TRFRET art | ROMK primary | TLR4-MyD88 BLA | PPARg SRC-1 ag
O=S1(=O)CCN2C(Cc3ccc(SC(F)F)cc3)=CSC2=N1 | 10 | 12 | 1.7 | -3 | 3 | -4 | 0.9 | 1590 | . | 5 | 4
S=C(NCc1ccc2[nH]c3c(c2c1)CCCC3)Nc1ccccc1Cl | -12 | -5 | 0.6 | -3 | 5 | 1 | 1.1 | 1357 | -0.092 | 2 | 0
CC(C)(C)NC(=O)C(c1cccs1)N(CC1CCCO1)C(=O)c1ccc(-c2ccccc2)[nH]1 (stereo not drawn) | 12 | 5 | 0.5 | 4 | 11 | 43 | 0.9 | 1621 | . | 13 | 4
COCCCNc1cc(C)nc2ccccc12 | 0 | . | 2.1 | 4 | -9 | -5 | 1 | 1408 | . | 1 | 3
CCOC(=O)Cn1c(=O)c2c(nc3n2CCS3)n(C)c1=O | 22 | 3 | 1.8 | 7 | 5 | -4 | 0.8 | 1446 | . | 10 | 4
O=C(O)c1cnn(-c2nc(-c3cccc(F)c3)cs2)c1C(F)(F)F | -23 | -38 | -1.2 | 2 | -3 | 6 | 1.2 | 1735 | 0.38 | -6 | 3
O=C(O)c1ccc(Nc2nc3c(s2)CCCC3)cc1 | 1 | -16 | -0.9 | 0 | -1 | 7 | 1 | 1531 | -0.0066 | -5 | -4
CC1=NN(C(=O)CCc2ccccc2)C(O)(c2ccncc2)C1 (stereo not drawn) | -2 | -2 | -0.5 | -3 | -4 | -7 | 1 | 1605 | 0.94 | 2 | 7
COc1ccc(N2CCN(C(=O)Cc3cccs3)CC2)cc1 | 15 | . | -1.6 | 4 | -6 | 5 | 0.8 | 1614 | . | -7 | -2
COC(=O)C1(CCSC)NC(c2ccc(O)c(OC)c2)C2C(=O)N(c3ccc(C)cc3)C(=O)C21 (stereo not drawn) | -7 | -12 | -0.4 | 0 | -1 | -6 | 1.1 | 1555 | . | -1 | -9
Cc1cccc(/C=N/n2c(C)cc(C)c(C#N)c2=O)c1 | 0 | . | 0.8 | -14 | -2 | 2 | 1 | 1497 | -0.26 | -7 | -1
CC(=O)CNc1ccc(S(=O)(=O)N/N=C/c2ccccc2)cc1 | -14 | -26 | -0.8 | 7 | 14 | -1 | 1.1 | 1542 | 0.21 | 3 | 1
O=C(CN1CCN(c2ccccn2)CC1)N1c2ccccc2Sc2ccc(C(F)(F)F)cc21 | -9 | -8 | 0.6 | -4 | -2 | 68* | 1.1 | 1506 | . | 3 | -2
COc1cc2c(cc1OC)CN(c1nc(CN3CCOCC3)nc3sc4c(c13)CCCC4)CC2 | 22 | -26 | 0.0 | -3 | 1 | 32 | 0.8 | 1392 | -2.4 | 2 | -7
CC(Oc1ccccc1)C(=O)N=Nc1c(O)[nH]c2ccc(Br)cc12 (stereo not drawn) | 3 | -7 | -2.8 | 1 | 9 | -4 | 1 | 1644 | 1.1 | 2 | 4
CCN(CC)C(=O)Cn1c(=O)n(-c2ccccc2)c(=O)c2c3c(sc21)CCC3 | 6 | . | 1.1 | 5 | 22* | 3 | 0.9 | 2144* | 0.37 | 0 | -2
S=C(Nc1ccc2nc(-c3ccccn3)c(-c3ccccn3)nc2c1)N1CCCCCC1 | -10 | 3 | -0.3 | 5 | 4 | -3 | 1.1 | 1694 | -0.44 | 7 | 2
CN(C)c1nc(N(C)C)nc(N(C#N)CN2C(=O)c3ccccc3C2=O)n1 | 7 | 0 | 0.4 | -1 | 2 | -5 | 0.9 | 1494 | . | 0 | 0
O=C(CSc1nnnn1-c1cccc(Cl)c1)Nc1ccc2c(c1)CCC2 | 10 | -5 | 0.8 | -13 | -2 | -4 | 0.9 | 1601 | . | -1 | 3
Cn1c(=O)c2c(nc(SCc3cccnc3)n2Cc2ccccc2)n(C)c1=O | 4 | 8 | 0.3 | 7 | 2 | 18 | 1 | 1505 | 1.1 | 5 | 11
COc1cc(Cl)c(C)cc1NC(=O)c1ccc2c(SCC(=O)O)c3c(nc2c1)CCCC3 | 2 | 7 | 0.1 | 4 | 7 | 0 | 1 | 1688 | . | 0 | 10
CCOC(=O)c1[nH]cnc1C(=O)Nc1ccccn1 | -17 | -17 | -0.7 | -3 | 6 | 3 | 1.2 | 1571 | . | 4 | -1
Cc1cccc(NC(=O)c2c(C)nn(-c3ccccc3)c2Cl)c1 | 1 | -7 | 0.3 | -2 | -2 | 3 | 1 | 1658 | . | -5 | -2
COc1ccccc1NS(=O)(=O)c1cccc(NC(=O)NC2CCCCC2)c1 | 5 | -9 | 0.6 | -5 | -1 | 99* | 1 | 1461 | . | -6 | 2
CC(=O)NCCn1c(SCC(=O)c2ccccc2)nc2ccccc2c1=O | -10 | 2 | 0.0 | 5 | 9 | 18 | 1.1 | 1610 | . | -11 | 7
The listing continues.
SMILES | bIAP inhibitor | S1P3 antag | Redox H2O2 prof | PPARg SRC-3 ag | PPARg SRC-2 ag | L major viab | bIAP activator | SRC2 TRFRET art | ROMK primary | TLR4-MyD88 BLA | PPARg SRC-1 ag
CSc1ccccc1NC(=O)CN(C)CC(=O)Nc1ccccc1N1CCOCC1 | -6 | -13 | 0.1 | 3 | 1 | 3 | 1.1 | 1452 | -1.3 | -12 | 1
COC(=O)c1ccccc1NC(=O)COc1ccccc1[N+](=O)[O-] | 12 | 21 | 0.2 | 2 | 4 | 0 | 0.9 | 1574 | -0.033 | -1 | -11
Cc1cc(C(=O)NC(=S)Nc2ccccc2N2CCCC2)ccc1[N+](=O)[O-] | 9 | 2 | 0.9 | -5 | 1 | -4 | 0.9 | 1502 | . | -1 | 1
CN(Cc1cccs1)C(=O)CCCc1c[nH]c2ccccc12 | 12 | -1 | -2.5 | 3 | 14 | 13 | 0.9 | 1716 | 1.9 | -12 | 2
O=C1CC(c2cccc(Cl)c2)C(n2cncn2)C(=O)C1C1NCCc2ccccc21 (stereo not drawn) | 8 | . | -0.1 | 3 | 1 | -7 | 0.9 | 1448 | 0.4 | 10 | -2
CCOc1ccc(-n2ccnc2SCC(=O)N2CCCc3ccccc32)cc1 | 6 | -3 | 0.6 | -1 | 1 | 21 | 0.9 | 1493 | . | 1 | 1

Screens: PubChem BioAssay, several laboratories
